BCLXL inh: inhibitors of human Bcl-xL. AID 2129. 320,000 tested, 0.7% active. inhibition, % at 10.9 µM. GST-Bcl-xL / FITC-Bim BH3 peptide fluorescence polarization;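 active = inhibition above the mean of all tested compounds plus 3 SD, cutoff set per campaign, cut at about 30% in these data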;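 also: 0% = DMSO wells and 100% = unlabeled Bim-BH3 peptide competitor; inhibitors lower millipolarization by displacing the labeled peptide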
GLD-1 RNA inh: GLD-1-TGE RNA interaction inhibition (C. elegans); purified GLD-1 + fluorescein TGE RNA, fluorescence polarization; inhibition, % at 5.96 µM; 320,000 tested, 0.44% active;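 active = percent inhibition above a per-plate cutoff, the plate mean of test compounds plus 3 SD, cut at about 30% in these data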;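 also: 0% = DMSO wells with GLD-1 and probe and 100% = wells lacking GLD-1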
MCL1-BIM inh: disrupts human MCL1 binding to BIM-BH3 peptide; 320,000 tested, 0.68% active; inhibition, % at 10.9 µM; AID 2057; GST-MCL1 / FITC-Bim-BH3 fluorescence polarization; Q07820;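 active = inhibition above the mean inhibition of all tested compounds plus 3 SD, set per campaign, cut at about 40% in these data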;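 also: 0% = DMSO wells and 100% = unlabeled Bim-BH3 peptide control; higher means more loss of mP so more displacement of Bim peptide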
Fam108B inh: counter-screen for RBBP9 inhibitors: inhibitors of mouse Fam108B. recombinant Fam108B, FP-Rh probe fluorescence polarization. inhibition, % at 9.51 µM. 300,000 tested, 0.33% active;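 active = inhibition above the screen mean inhibition plus 3 SD, computed separately per campaign, cut at about 18% in these data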;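 also: inhibitors lower polarization as less probe binds the enzyme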
MEX-5 binding: C. elegans MEX-5 TCR-2 RNA binding activity; MEX-5/FITC-TCR2 RNA binding, fluorescence polarization; hits give low values; activity score (negative = inhibition of binding), % at 10 µM; 300,000 tested, 0.38% active; AID 1832;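 active = inhibition past about -25% in most replicates, and total fluorescence under double the plate's negative control median, limit read from the data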;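 also: 0% = DMSO and -100% = 5 µM competing unlabeled TCR2 RNA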
PME-1 primary: PME-1 (human) inhibition | Q9Y570 | 320,000 tested, 0.53% active | recombinant PME-1, FP-Rh probe fluorescence polarization | AID 2130 | inhibition, % at 5.9 µM;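 active = inhibition above the campaign mean of all compounds plus 3 SD, cut at about 26% in these data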;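 also: competitive labeling of PME-1 active site by serine hydrolase directed probe; 0% = PME-1 with DMSO and 100% = wells lacking PME-1 enzyme; inhibitors block probe labeling so polarization falls and inhibition rises; many of its hits are not listed in these tables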
pPAFAH FP inh: pPAFAH (human) enzyme inhibition. Q13093. recombinant pPAFAH, FP-rhodamine probe fluorescence polarization. inhibition, % at 3.39 µM. 330,000 tested, 1.5% active. AID 463082;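 active = inhibition above the mean inhibition across the screen plus 3 SD, cut at about 25% in these data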;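 also: inhibitors block binding of the rhodamine activity-based probe so polarization drops; 0% = enzyme with DMSO and 100% = wells lacking pPAFAH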
AHR act: activates the human aryl hydrocarbon receptor; P35869; AHR-responsive luciferase reporter cells, luminescence; activation, % at 5 µM; 320,000 tested, 2.5% active; in the data active = activation above about 47%;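 also: 0% = vehicle wells and 100% = reference agonist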
Target sequence (P35869 whole entry, looked up): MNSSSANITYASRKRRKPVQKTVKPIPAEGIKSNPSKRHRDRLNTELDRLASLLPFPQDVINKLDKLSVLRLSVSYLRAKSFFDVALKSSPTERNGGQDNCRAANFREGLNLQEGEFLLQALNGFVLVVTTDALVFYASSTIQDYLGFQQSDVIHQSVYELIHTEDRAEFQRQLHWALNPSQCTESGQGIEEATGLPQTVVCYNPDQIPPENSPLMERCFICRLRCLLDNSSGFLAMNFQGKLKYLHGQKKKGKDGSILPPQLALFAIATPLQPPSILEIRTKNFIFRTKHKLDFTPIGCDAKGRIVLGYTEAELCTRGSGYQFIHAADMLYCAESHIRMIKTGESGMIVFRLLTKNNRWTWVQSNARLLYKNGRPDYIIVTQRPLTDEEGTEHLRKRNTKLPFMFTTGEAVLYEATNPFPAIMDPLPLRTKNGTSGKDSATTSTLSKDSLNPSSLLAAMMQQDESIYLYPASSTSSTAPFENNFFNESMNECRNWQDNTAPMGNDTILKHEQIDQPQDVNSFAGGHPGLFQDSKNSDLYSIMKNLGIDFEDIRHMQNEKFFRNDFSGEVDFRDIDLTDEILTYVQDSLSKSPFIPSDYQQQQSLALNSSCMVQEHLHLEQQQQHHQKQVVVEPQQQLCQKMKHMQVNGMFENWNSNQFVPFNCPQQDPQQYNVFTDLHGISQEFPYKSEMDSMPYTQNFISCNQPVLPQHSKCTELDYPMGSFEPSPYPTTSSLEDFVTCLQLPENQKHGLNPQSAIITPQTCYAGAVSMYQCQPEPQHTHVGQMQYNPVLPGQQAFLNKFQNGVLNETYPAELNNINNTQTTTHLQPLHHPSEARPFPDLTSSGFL
PAFAH1B2 inh: inhibitors of human PAFAH1B2. 340,000 tested, 1.2% active. inhibition, % at 3.39 µM. P68402. recombinant PAFAH1B2, FP-rhodamine activity probe, fluorescence polarization;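 active = inhibition above the mean of all tested compounds plus 3 SD, cut at about 24% in these data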;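 also: 0% = enzyme with DMSO and 100% = wells lacking PAFAH1B2; many of its hits are not listed in these tables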
An asterisk follows results filed as active; . = no result given.

1: CC(C)(C)OC(=O)N1CCCC1C(=O)NCCc1ccccc1 (stereo not given)
2: O=S(=O)(NCC(c1cccnc1)N1CCN(Cc2ccccc2)CC1)c1ccc(F)cc1 (stereo not given)
3: CN(CC(=O)Nc1ccc(F)cc1)C(=O)COC(=O)c1ccccc1
4: Clc1ccc(-c2cc3ccccc3nc2N2CCOCC2)cc1
5: Cn1c(SCC(=O)O)nnc1-c1ccc2ncccc2c1
6: COc1ccc(-n2nc3c(c2NC(=O)c2ccc(N4C(=O)CCC4=O)cc2)CSC3)cc1
7: O=C(CC1CCCC1)N1CCCC(Nc2ccc(F)cc2)C1 (stereo not given)
8: CC(=O)Nc1ccc(C(=O)Nc2ccc(S(=O)(=O)Nc3nccc(C)n3)cc2)cc1
9: Brc1cccc(CNn2cnnc2)c1
10: CC(C)n1c(O)c(N=NC(=O)CNC(=O)c2cccnc2)c2ccccc21
assay / entry | 1 | 2 | 3 | 4 | 5 | 6 | 7 | 8 | 9 | 10
BCLXL inh | -10 | -3 | 1 | 5 | 0 | 2 | 6 | 5 | 6 | 3
GLD-1 RNA inh | 0 | -1 | 8 | -3 | -9 | 0 | 4 | 4 | -3 | 4
MCL1-BIM inh | -11 | 2 | 3 | 2 | -2 | 4 | 4 | -4 | 7 | -3
Fam108B inh | -5 | 4 | 1 | 1 | -4 | -7 | -5 | 5 | 1 | 4
MEX-5 binding | 2.2 | -1.0 | -2.3 | 0.6 | 1.6 | -0.3 | 1.5 | 0.5 | -1.4 | -0.9
PME-1 primary | -1 | 2 | -1 | 3 | 2 | -11 | -2 | 0 | 6 | -1
pPAFAH FP inh | 1 | 1 | 1 | 19 | 6 | 8 | -1 | -2 | -4 | 3
AHR act | 0 | 2 | -3 | 13 | -1 | -2 | 1 | 0 | 3 | 11
PAFAH1B2 inh | -1 | 1 | -2 | . | . | 3 | 16 | 0 | 0 | -5

11: CC(C)NC(=O)COC(=O)Cn1[nH]c(=O)c2ccccc2c1=O
12: CC(C)Nc1nnc(SCC(=O)NCc2ccc3c(c2)OCO3)s1
13: COc1ccc(C)cc1NC(=O)CNc1ccccc1CN(C)C1CCCCC1
14: COc1cc(/C=N/NC2=NCCCCC2)ccc1O
15: Cc1cc(C)cc(NC(=O)C(Sc2ncnc3ccccc23)c2ccccc2)c1 (stereo not given)
16: O=C(Nc1ccc(N2CCOCC2)c(Cl)c1)c1cccnc1Cl
17: CCOc1ccccc1NC(=S)NC1CC2CCC1C2 (stereo not given)
18: Nc1nc(Cl)nc2ccc(Br)cc12
19: CSCC(=O)N1CCc2ccc(NC(=O)c3ccccc3Cl)cc2C1
20: O=C(Nc1ccccc1C(=O)NCc1cccnc1)c1ccccc1Cl
assay / entry | 11 | 12 | 13 | 14 | 15 | 16 | 17 | 18 | 19 | 20
BCLXL inh | -5 | -1 | 0 | -1 | 4 | -2 | -5 | -18 | 3 | 4
GLD-1 RNA inh | -12 | 5 | 4 | 3 | -1 | -7 | -5 | -12 | 4 | -5
MCL1-BIM inh | -10 | 0 | 0 | -2 | -4 | -2 | 0 | -41 | 6 | 10
Fam108B inh | 7 | 1 | 6 | 1 | -21 | 1 | -8 | -2 | -1 | 0
MEX-5 binding | -2.0 | 1.4 | -3.7 | 0.2 | 4.9 | 1.8 | -1.5 | -15 | -0.2 | 1.1
PME-1 primary | 0 | -1 | 0 | 2 | -21 | -1 | -6 | -9 | 3 | 1
pPAFAH FP inh | -1 | 2 | 4 | 1 | 1 | 2 | -4 | 4 | 2 | 2
AHR act | 7 | 0 | 10 | 4 | 28 | -2 | 1 | 59* | 5 | 5
PAFAH1B2 inh | 4 | 8 | 2 | 6 | 0 | 3 | 12 | -5 | -2 | 2

21: COc1cccc2c(=O)cn[nH]c12
22: O=C(Cc1n[nH]c(=O)c2ccccc12)OCC(=O)c1ccccc1Cl
23: COc1ccc(N2CCN(C(=O)c3ccc4c(=O)n(CCc5ccc(OC)c(OC)c5)c(=O)[nH]c4c3)CC2)cc1
24: Cc1noc(/C=C/N(C)C)c1S(=O)(=O)N(C)CC(=O)N1CCc2ccccc21
25: COCCn1c(C)cc(/C=N/NC(=O)c2cc3ccccc3cc2O)c1C
26: CCOC(=O)C1=C(C)Nc2ccccc2N=C1NC(=O)c1cccc(S(=O)(=O)NCc2ccccc2)c1
27: COc1ccc(C(=O)N2CCN(c3nc4ccccc4o3)CC2)cc1OC
28: CCCc1nnc(NC(=O)c2cc(OC)cc(OC)c2)s1
29: O=C(Cn1c2ccc(F)cc2c2nc3n(c(=O)c21)CCS3)Nc1ccccc1C(F)(F)F
30: CCCN1CCN(c2ccc(S(N)(=O)=O)cc2[N+](=O)[O-])CC1
assay / entry | 21 | 22 | 23 | 24 | 25 | 26 | 27 | 28 | 29 | 30
BCLXL inh | -2 | -6 | 6 | -36 | -5 | 7 | 2 | -1 | -10 | 1
GLD-1 RNA inh | 0 | 3 | 5 | -21 | -36 | 6 | -3 | -1 | -3 | 3
MCL1-BIM inh | 2 | -7 | 1 | -34 | 0 | 8 | 2 | 4 | -10 | 2
Fam108B inh | 2 | 0 | 4 | 0 | . | 3 | 2 | 0 | -11 | -3
MEX-5 binding | 0.4 | -0.5 | -0.1 | 4.1 | . | 0.0 | 2.1 | 1.3 | -1.1 | 0.2
PME-1 primary | -1 | 0 | -2 | 6 | 9 | 4 | 0 | 1 | -9 | -2
pPAFAH FP inh | 0 | 5 | -2 | -2 | 23 | 6 | -1 | -1 | 3 | 1
AHR act | 1 | 3 | 2 | 2 | 7 | 1 | -2 | 46 | -3 | 3
PAFAH1B2 inh | -2 | 5 | 1 | . | 8 | -2 | -2 | 2 | 1 | -3

31: COc1ccc(-n2ncc3c(NCc4ccccn4)ncnc32)cc1
32: CC(C)(C)c1ccc(OCc2ccc(C(=O)N/N=C/c3ccc([N+](=O)[O-])cc3)o2)cc1
33: CCOc1ccc(NC(=O)c2cc3n(n2)C(C(F)(F)F)CC(c2ccco2)N3)cc1 (stereo not given)
34: CN1C(=O)/C(=C\C=C2/CCCN2C)N(C)C1=S
35: CCC(=O)Nc1ccccc1C(=O)OCC(=O)c1ccc2ccccc2c1
36: COc1ccc(-c2cn[nH]c2-c2ccc(OCc3ccc([N+](=O)[O-])cc3)cc2O)cc1
37: CCC(C(=O)OCC(=O)N1CCN(c2ccc(OC)cc2)CC1)c1ccccc1 (stereo not given)
38: CC12CN3CCN(CC(C3)/C1=N\NC(=O)c1ccccc1N)C2
39: FC(F)(F)c1cccc(NC(=S)NNC(=S)NCc2ccccc2)c1
40: COc1ccccc1-c1cc(C(=O)NC(C)C)no1
assay / entry | 31 | 32 | 33 | 34 | 35 | 36 | 37 | 38 | 39 | 40
BCLXL inh | -1 | 4 | -1 | -30 | 1 | -1 | 7 | -3 | 17 | 1
GLD-1 RNA inh | 14 | 10 | -3 | -1 | 7 | 2 | -1 | 6 | 10 | 3
MCL1-BIM inh | 0 | 5 | 2 | -42 | 2 | 9 | 9 | -3 | 18 | 4
Fam108B inh | -2 | -11 | 7 | -1 | -10 | 1 | . | 0 | 14 | -2
MEX-5 binding | 5.8 | 5.4 | 1.7 | 16 | -2.4 | 1.2 | . | -3.5 | 0.0 | 2.9
PME-1 primary | 0 | -8 | -4 | 1 | -12 | 1 | 1 | 6 | 11 | 0
pPAFAH FP inh | 1 | 2 | 33* | 1 | -6 | -2 | 1 | 3 | 48* | 6
AHR act | 3 | 14 | 3 | 4 | 2 | 51* | 0 | 15 | 8 | 33
PAFAH1B2 inh | 3 | 3 | -2 | 0 | 1 | 3 | 12 | -2 | 19 | 3

Later entries:
nr	compound	BCLXL inh	GLD-1 RNA inh	MCL1-BIM inh	Fam108B inh	MEX-5 binding	PME-1 primary	pPAFAH FP inh	AHR act	PAFAH1B2 inh
41	COc1ccccc1CNc1ncnc2cc(OC)c(OC)cc12	2	-2	6	10	0.1	-2	4	11	4
42	O=C(Nc1ccccc1N1CCOCC1)c1ccccc1[N+](=O)[O-]	0	4	2	2	0.7	-3	6	0	2
43	COC(=O)c1cc(S(=O)(=O)N2CCCCCC2)cn1C	4	-8	0	0	-1.9	2	4	2	0
44	c1ccc(Nc2c(-c3ccco3)nc3ccccn23)cc1	7	-4	6	3	0.0	4	1	10	2
45	O=S(=O)(Nc1ccc(N2CCOCC2)cc1)c1cc(Cl)ccc1Cl	3	-8	7	-3	-0.2	6	6	1	-6
46	NC(=O)c1ccc(CN2CCC(Cc3ccccc3)CC2)cc1	-5	3	-4	0	1.8	-6	0	-1	2
47	CCCOC(=O)c1ccc(Nc2nc(C)cc(=O)[nH]2)cc1	4	-4	0	1	-4.5	-8	1	2	3
48	CSC1=NC(C)(C)CC2(C)Nc3ccccc3N12 (stereo not given)	15	47*	6	-2	-0.1	0	8	11	-1

(listing goes on)
nr	compound	BCLXL inh	GLD-1 RNA inh	MCL1-BIM inh	Fam108B inh	MEX-5 binding	PME-1 primary	pPAFAH FP inh	AHR act	PAFAH1B2 inh
49	CCOC(=O)N1CCC(N(CCN(C)C)C(=S)Nc2cccc(SC)c2)CC1	9	0	11	2	0.7	3	-2	5	4
50	O=C(Nc1nc2ccccc2s1)NC1CCCCC1	-6	7	-10	0	-0.1	-6	0	4	2
51	CCN(CC)CCNC(=O)CSc1c2c(nc3cc(Cl)ccc13)CCCC2	3	-32	-4	-1	0.5	-1	-1	1	2
52	Cc1cc(C)nc(SCc2ccc(Br)cc2)n1	9	3	0	3	0.9	-7	5	-2	7
53	CN(/C(=N/S(=O)(=O)c1cccs1)c1ccccc1)c1ccc(O)cc1	0	2	1	-1	.	-4	-5	0	5

An excerpt; rates above refer to the full screens.
